AmpC inh no detg – blocks E. coli AmpC beta-lactamase in detergent-free assay | actives 0.52% (n = 330,000) | AID 485341 | AmpC nitrocefin hydrolysis, absorbance 480 nm, 0.0001% Triton | Potency, µM (highest dose often 57.1 µM), inactives show at the top dose activity change, negative = inhibition, most hits filed as inhibitors;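 note: potency is the fitted concentration of half-maximal effect; plate controls were no compound for no effect and no enzyme for full effect; nearly all actives have a fitted effect of over 20% in size; some results filed as inactive show a strong effect at the top dose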
Target sequence (P00811 whole entry, looked up): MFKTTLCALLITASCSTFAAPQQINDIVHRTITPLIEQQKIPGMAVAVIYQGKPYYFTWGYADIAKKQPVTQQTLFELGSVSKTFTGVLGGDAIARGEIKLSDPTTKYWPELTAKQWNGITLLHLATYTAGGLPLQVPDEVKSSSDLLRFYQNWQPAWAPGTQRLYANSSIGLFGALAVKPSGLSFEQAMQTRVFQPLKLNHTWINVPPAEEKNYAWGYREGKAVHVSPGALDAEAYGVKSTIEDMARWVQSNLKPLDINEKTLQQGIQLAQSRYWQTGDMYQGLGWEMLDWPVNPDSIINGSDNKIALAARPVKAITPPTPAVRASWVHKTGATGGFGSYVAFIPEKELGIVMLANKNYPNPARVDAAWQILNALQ
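AmpC (5.3 nM in the dispensed reagent) in 20 mM phosphate pH 7.0 with 0.01% (detergent screen) or 0.0001% Triton X-100 was preincubated with compounds for 15 min at room temperature. Nitrocefin was then added from an 800 uM solution, and hydrolysis was followed at 480 nm.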
FBPA Giardia inh – blocks Giardia fructose-bisphosphate aldolase activity | purified Giardia FBPA | Potency, µM (series often up to 59.6 µM), for the others: at the highest dose activity, negative = inhibition, actives largely listed as inhibitors | actives 0.71% (n = 290,000); note: potency is the fitted concentration of half-maximal effect; nearly all actives have a fitted effect of over 55% in size
Target sequence (A8B2U2 whole entry, looked up): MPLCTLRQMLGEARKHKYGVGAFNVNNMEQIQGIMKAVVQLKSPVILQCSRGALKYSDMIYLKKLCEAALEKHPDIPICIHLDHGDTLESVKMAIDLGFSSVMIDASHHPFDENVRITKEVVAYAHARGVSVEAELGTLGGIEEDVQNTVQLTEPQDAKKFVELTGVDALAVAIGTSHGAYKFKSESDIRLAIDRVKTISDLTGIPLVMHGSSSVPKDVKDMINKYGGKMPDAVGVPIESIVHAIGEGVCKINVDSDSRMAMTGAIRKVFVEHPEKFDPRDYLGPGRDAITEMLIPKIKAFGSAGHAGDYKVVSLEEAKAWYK
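40 nM FBPA preincubated 10 min at RT with compound (up to 57.5 uM final), then substrate plus GAPDH/TPI/NAD/arsenate coupling and diaphorase/resazurin added. Fluorescence read after 20 min at RT, 525/598 nm.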
AMA1-RON2 inh – AMA1-RON2 (P. falciparum) interaction inhibition. AlphaScreen AMA1-biotinylated RON2 peptide binding. Potency, µM (top dose mostly 58.2 µM), inactives show at the top dose activity change, negative = inhibition, most hits filed as inhibitors. actives 0.2% (n = 360,000);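 note: potency is the fitted concentration of half-maximal effect; 0% = vehicle wells and -100% = peptide control; nearly all actives have a fitted effect of over 45% in size; some results filed as inactive show a strong effect at the top dose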
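AMA1 (3D7) with his tag at 25 nM final met compounds first, then biotinylated RON2 peptide at 25 nM; detection used donor plus acceptor beads, 10 µg/mL apiece, read by AlphaScreen after 30 min at room temperature.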
HCMV inh – blocks human cytomegalovirus replication; HFF cells, HCMV-luciferase reporter, 72 h; stronger effect = lower value; activity change, negative = inhibition, % at 57.5 µM; actives 4.5% (n = 410,000); in the data active = activity change below about -60%; inconclusive = no clear call, values can overlap the other calls; inactive = above about -39%
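HFF cells seeded 16 h at 37C, treated with compounds, infected with luciferase-reporter HCMV at MOI 1 PFU/cell; luciferase read at 72 h post infection, normalized to buffer-only and Salinomycin controls.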
AmpC detergent – inhibitors of E. coli AmpC beta-lactamase with detergent; P00811; AmpC hydrolysis of nitrocefin, absorbance 480 nm, 0.01% Triton; Potency, µM (series often up to 114 µM), without a hit: at the top dose activity change, negative = inhibition, most hits filed as inhibitors; actives 0.041% (n = 370,000); AID 485294;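 note: potency is the fitted concentration of half-maximal effect; 0% = no-compound wells and -100% = no-enzyme wells; nearly all actives have a fitted effect of over 25% in size; some results filed as inactive show a strong effect at the top dose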
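AmpC (5.3 nM in the dispensed reagent) in 20 mM phosphate pH 7.0 with 0.01% (detergent screen) or 0.0001% Triton X-100 was preincubated with compounds for 15 min at room temperature. Nitrocefin was then added from an 800 uM solution, and hydrolysis was followed at 480 nm.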
Sm TGR block – S. mansoni TGR enzyme inhibition. actives 3% (n = 360,000). purified TGR, DTNB reduction, TNB absorbance 405 nm. Potency, µM (titrated, usually from 114 µM), inactives show at the highest dose activity change, negative = inhibition, actives largely listed as inhibitors. AID 485364. Q962Y6; note: potency is the fitted concentration of half-maximal effect; nearly all actives have a fitted effect of over 60% in size
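First, TGR (20 nM dispensed) and NADPH were mixed with compound. Second, a 15 min room-temperature incubation followed. Third, further NADPH and then DTNB were added to start the reaction. Finally, TNB absorbance was monitored kinetically.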
An asterisk follows results filed as active; ? = inconclusive; · = no result given; & = joins results of further samples; ! = repeats disagree; [ ] = another dose, or the depositor's remark. Unless noted, calls come from the whole dose curve; as a rule, active = well fitted curve in the direction sought with a large enough effect; inconclusive = small, poorly fitted or top-dose-only effect, or another doubt; inactive = no such curve, though single readings can be large; an effect the other way counts as inactive or inconclusive. Unless noted, % is set by controls: 0 for no effect and ±100 for the full control effect.

Order of results – Sm TGR block | AmpC inh no detg | AmpC detergent | AMA1-RON2 inh | HCMV inh | FBPA Giardia inh
1) Cc1ccc(OCC(=O)Nc2ccc(S(=O)(=O)Nc3cc(C)nc(C)n3)cc2)c(Br)c1
→ -6% | · | 1% | · | 23 | ·
2) O=C(COC(=O)C1CC1)Nc1ccc([N+](=O)[O-])cc1C(F)(F)F
→ -4% | -9% | 2% | 22% | 30 | ·
3) COC(=O)Cc1c(C)c2ccc(OCc3nn[nH]n3)c(C)c2oc1=O
→ 6% | -20% | 6% | -5% | 11 | -1%
4) CC1(C)Cc2c(sc3nc(-c4cccs4)n(N)c(=O)c23)CO1
→ 4% | -7% | -16% | 4% | ? | -4%
5) COc1cccc(C(C(=O)NC2CCCCC2)N(C(=O)c2ccccn2)c2cccnc2)c1 (centres undefined)
→ 14% | 30% | -1% | -1% | -14 | 2%
6) CC(C)(C)NC(=O)CC1C[C@H](C(=O)N2CCCCC2)[C@@]2(CCc3ccccc3)c3[nH]c4ccccc4c3CCN2C1=O (some centres undefined)
→ · | -13% | · | 19% | -7 | ·
7) Cc1cc2c(cc1S(=O)(=O)NCc1ccccc1)OCC(=O)N2
→ -14%&0% | -28% | -14%&17% | 9% | -87*! | 0%
8) COc1ccc(-n2nnc3c(=O)n(CC(=O)N4CCC(Cc5ccccc5)CC4)cnc32)cc1
→ -6% | -19% | ? | 0% | 28 | 1%
9) COc1ccc2c(c1)c(CC(=O)Nc1cc(C)c(OC)c(C)c1)c(C)n2C(=O)c1ccc(Cl)cc1
→ 0% | · | -2% | · | -29 | ·
10) CCc1cccc(C)c1NC(=O)CSc1nc(C)cc(C)c1C(=O)Nc1ccccc1
→ -5% | · | 13% | · | -3 | ·

Reprinted from the part before: 2 compounds, followed by the next part.
Order of results – Sm TGR block | AmpC inh no detg | AmpC detergent | AMA1-RON2 inh | HCMV inh | FBPA Giardia inh
9) COc1ccc2c(c1)c(CC(=O)Nc1cc(C)c(OC)c(C)c1)c(C)n2C(=O)c1ccc(Cl)cc1
→ 0% | · | -2% | · | -29 | ·
10) CCc1cccc(C)c1NC(=O)CSc1nc(C)cc(C)c1C(=O)Nc1ccccc1
→ -5% | · | 13% | · | -3 | ·
11) O=C(NCC(c1cccs1)N1CCOCC1)c1ccccc1NS(=O)(=O)c1ccc(Cl)c([N+](=O)[O-])c1 (centres undefined)
→ -24% | 1% | 2% | -18% | -12 | -8%
12) O=c1c(F)cn(C2CCCO2)c(=O)n1Cc1c(F)cccc1Cl (centres undefined)
→ 0% | -4% | -10% | 0% | -35 | ?
13) CC1CCCN(C(=O)COC(=O)C2CCN(S(=O)(=O)c3ccc4c(c3)OCCO4)CC2)C1 (centres undefined)
→ -9% | 72%[activator] | ? | -17% | -20 | ·
14) CCOc1ccc(NCC(=O)c2ccc(C)cc2)cc1
→ -2% | -24% | -4% | -23% | ? | -11%
15) COc1ccc(-c2noc(CCCc3ccccc3)n2)cc1OC
→ -4% | 63%[activator] | -16% | 10% | 21 | -4%
16) CCN(C(=O)CSc1nc2ccccc2nc1Cc1ccccc1OC)c1ccccc1
→ -5% | · | 8% | · | -18 | ·
17) CC(=O)Nc1ccc(NC(=O)CSC2=NS(=O)(=O)c3cc(F)ccc3N2)cc1
→ 1% | -16% | ? | -11% | -12 | ·
18) CCOC(=O)CC(=O)CSc1ncnc2c1nnn2-c1ccccc1
→ -11% | -30% | -2% | 122%[activator] | -20 | ·
19) CCc1ccc2occ(CC(=O)N(Cc3ccc(N(C)C)cc3)C3CCS(=O)(=O)C3)c2c1 (centres undefined)
→ -16% | · | -2% | · | 12 | ·
20) O=C(COC(=O)Cn1cnc2ccccc21)Nc1cc2c(cc1Cl)C(=O)c1ccccc1C2=O
→ · | -33% | -2% | -5% | 39 | -20%
21) CC(C)c1ccc(C2NC(=S)NC3=C2C(=O)CC(C)(C)C3)cc1 (centres undefined)
→ -5% | -10% | -13% | 15%[2.32 µM] | -71* | 6%
22) Cc1cc(NC(=O)CSc2nnc(C3COc4ccccc4O3)n2N)no1 (centres undefined)
→ -22% | 13% | 1% | 15% | -19 | 20µM*
23) Cc1cc(C)cc(SCc2noc(C(=O)NCc3ccccc3)c2C(=O)NCc2ccccc2)c1
→ 13% | -11% | -6% | 5% | 8 | 0%
24) CCOC(=O)CSc1ncc(-c2ccccc2)nn1
→ 11% | -8% | 0% | 8% | 17 | -9%
25) CC(C)(Oc1ccc(Cl)cc1)C(=O)NCC1CCCO1 (centres undefined)
→ 2% | 2% | -21% | 2% | -11 | ·
26) Cc1cc(N)nc2nc(C(F)(F)F)nn12
→ -1% | 0% | -6% | 2% | -37 | -2%
27) O=C(O)CC1C(=O)NCCN1Cc1ccc(F)c(F)c1 (centres undefined)
→ ? | -3% | -8% | 14% | 11 | -2%
28) COc1cc(/C=N/N2C(=O)c3ccccc3C2=O)ccc1O
→ -6% | -29% | -10% | 17% | 2 | 2%
29) Cc1ccc2sc(N(CCN(C)C)C(=O)c3ccc4ccccc4c3)nc2c1C
→ -16% | 16% | 0% | 0% | 10 | ·
30) CCOc1ccc(-c2nnn(CC(=O)NCc3ccc(C)cc3)n2)cc1
→ -2% | -31% | 3% | 24% | ? | 6%

Some of the entries above in another layout.
nr	canonical_smiles	Sm TGR block	AmpC inh no detg	AmpC detergent	AMA1-RON2 inh	HCMV inh	FBPA Giardia inh
21	CC(C)c1ccc(C2NC(=S)NC3=C2C(=O)CC(C)(C)C3)cc1 (centres undefined)	-5%	-10%	-13%	15%[2.32 µM]	-71*	6%
22	Cc1cc(NC(=O)CSc2nnc(C3COc4ccccc4O3)n2N)no1 (centres undefined)	-22%	13%	1%	15%	-19	20µM*
23	Cc1cc(C)cc(SCc2noc(C(=O)NCc3ccccc3)c2C(=O)NCc2ccccc2)c1	13%	-11%	-6%	5%	8	0%
24	CCOC(=O)CSc1ncc(-c2ccccc2)nn1	11%	-8%	0%	8%	17	-9%
25	CC(C)(Oc1ccc(Cl)cc1)C(=O)NCC1CCCO1 (centres undefined)	2%	2%	-21%	2%	-11	·

The list goes on:
Order of results – Sm TGR block | AmpC inh no detg | AmpC detergent | AMA1-RON2 inh | HCMV inh | FBPA Giardia inh
31) C=CCn1c(=O)c2c(C)c(C)sc2n2c(Nc3ccccc3)nnc12
→ -3% | -32% | -16% | 66%[activator] | -17 | 3%
32) Cc1ccc(S(=O)(=O)CCC(=O)OCC(=O)N(C)C2CCS(=O)(=O)C2)cc1 (centres undefined)
→ 1% | -2% | ? | -2% | 16 | ·
33) COc1ccccc1OCCCn1cc(C=O)c2ccccc21
→ 1% | 44% | -2% | -26% | 0 | ?
34) CCCOCCOC(=O)c1[nH]c2c(c1C)C(=O)CC(c1cc(OC)ccc1OC)C2 (centres undefined)
→ 1% | -12% | ? | -1% | -80* | 4%
35) O=c1ccc2cc(S(=O)(=O)N3CCOCC3)ccc2o1
→ 2% | -13% | -2% | 2% | 8 | 5%
36) O=C(CSc1nc2ncc(Cl)cc2[nH]1)N(Cc1ccccc1)C1CCS(=O)(=O)C1 (centres undefined)
→ -9% | 1% | 0% | 36%[activator] | 15 | 3%
37) COc1ccccc1CNc1ccc(Br)cn1
→ 0% | -23% | 3% | 0% | 17 | -11%
38) CCOCCCNC(=O)c1cc(Cl)c(NC(=O)C2=C(C)OCCS2)cc1OC
→ 3% | 64%[activator] | 3% | -8% | -80* | -5%
39) Cc1ccccc1NS(=O)(=O)c1ccc(C(=O)NCC2CCCO2)cc1 (centres undefined)
→ -1% | -9% | ? | 21% | -19 | ·
40) CCCN(CC(=O)Nc1ccccc1C)C(=O)c1ccc2ccccc2n1
→ -5% | -8% | 0% | 38%[activator] | 28 | ·

Results in AmpC detergent (2 entries from above):
item	SMILES	AmpC detergent
37	COc1ccccc1CNc1ccc(Br)cn1	3%
38	CCOCCCNC(=O)c1cc(Cl)c(NC(=O)C2=C(C)OCCS2)cc1OC	3%

Values by screen from above:
Nos. 36–40 in AMA1-RON2 inh: 36%[activator], 0%, -8%, 21%, 38%[activator]

Next records
Order of results – Sm TGR block | AmpC inh no detg | AmpC detergent | AMA1-RON2 inh | HCMV inh | FBPA Giardia inh
41) Cc1ccc(S(=O)(=O)Cn2nnnc2C(C(C)C)N2CCN(Cc3ccco3)CC2)cc1 (centres undefined)
→ 3% | 38% | ? | 4% | 20 | -1%
42) COc1ccc(CNC(=O)C(c2ccncc2)N(C(=O)Cc2cccs2)c2cccc(C)c2)cc1 (centres undefined)
→ -7% | 61%[activator] | -12% | 18% | -29 | -2%
43) Cc1ccc(S(=O)c2ccc(C)cc2)cc1
→ 1% | -12% | -13% | 3% | -14 | 2%
44) Cc1nc(-c2ccc(S(=O)(=O)Nc3cc(Cl)ccc3C)cc2)co1
→ 16% | · | 5% | · | 29 | ·
45) CC(C)(C)OC(=O)N1CCC(c2c(C(=O)NCC3CCN(C4CCCC4)C3)cnn2-c2ccc(F)cc2)CC1 (centres undefined)
→ -24% | 160%[activator] | 2% | 2% | ? | -22%
46) COc1ccc(NC(=O)C2CCCN(c3ncccn3)C2)cc1 (centres undefined)
→ 9% | -11% | -9% | -5% | 89 | -7%
47) Cc1c(/C=N/NC(=O)c2cccs2)c2ccccc2n1Cc1ccccc1Cl
→ 9% | -20% | 9% | 1% | -81* | -1%
48) O=C(Nc1ccccc1)c1ccc(=O)n(Cc2ccc(F)c(F)c2)c1
→ -4% | -7% | 5% | 6% | 42 | 0%
49) COc1cc(OC)cc(C(=O)Nc2ccc(-n3cnnn3)c(C)c2)c1
→ 10% | -27% | ? | 0% | -4 | -7%
50) CC(C)(C)CC(C)(C)c1ccc(O)c(Cc2ccc(Cl)cc2Cl)c1
→ · | · | · | 2% | -86* | -16%
51) COc1ccc(Cn2ccnc2SCC(=O)NC2CCCCC2)cc1
→ 0% | 31% | -9% | -9% | -36 | ·
52) NC(=O)c1cc(NC(=O)CCNS(=O)(=O)c2cccc(C(F)(F)F)c2)cc(C(N)=O)c1
→ -4% | -6% | 0% | -3% | -13 | 0%
53) COc1ccc(S(=O)(=O)N2CCSC2)cc1C
→ 3% | -14% | 1% | -8%[2.32 µM] | 43 | 6%
54) Nc1nc(Nc2ccc(Cl)cc2)n[nH]1
→ 6% | -3% | -18% | -5% | -22 | -1%
55) CCOc1ccc(-c2ccc(NS(=O)(=O)c3cc(C)ccc3OC)cc2)nn1
→ 0% | · | 21% | · | -17 | ·
56) COc1cccc2c1ncc1c(-c3ccc(C)cc3)nn(-c3cccc([N+](=O)[O-])c3)c12
→ -5% | · | 2% | · | 0 | ·
57) O=C(N/N=C\c1ccc(Cl)s1)c1cccs1
→ -8% | -30% | -1% | 11% | 5 | -4%
58) CCNC(=O)Cc1ccc(Br)cc1
→ 1% | -9% | 4% | 10% | -10 | 5%
59) Oc1ccc(Br)cc1/C=N/n1cnc2ccccc21
→ 4% | -31% | -10% | 7% | 74 | 1%
60) CN(C(=O)N1CCN(c2ccccn2)CC1)c1ccccc1
→ -12% | 13% | 0% | 16% | 34 | 8%

Screens from PubChem BioAssay.

Rows were taken by chance, and some 7.8% of all compounds hit somewhere here.
